NCI-60 one-dose screen, 48 h, at 10 µM unless noted. Numbers give growth in % (100 = growth as untreated, 0 = no growth, -100 = all killed).
CAKI-1 = CAKI-1 renal cancer; 75,000 compounds, 4.7% hits
SN12C = SN12C renal cancer cells; 81,000 compounds, 3.8% hits
RXF 393 = RXF 393 renal cancer cells | 77,000 compounds, 6.9% hits
UO-31 = UO-31 renal cancer; 81,000 compounds, 5.2% hits
786-0 = 786-0 renal cancer cells | 81,000 compounds, 5.1% hits | AID 1794775
TK-10 = TK-10 renal cancer cells; 81,000 compounds, 3.9% hits; AID 1794769
ACHN = ACHN renal cancer; 81,000 compounds, 4.9% hits
A498 = A498 renal cancer cells | AID 1794774 | 76,000 compounds, 5.4% hits
* hit, by the source's call; nt = no result given; & = joins results of further samples. The calls were made as follows: active = growth percent below 10; inactive = the rest.

molecule | CAKI-1 | 786-0 | ACHN | SN12C | UO-31 | TK-10 | RXF 393 | A498
O=C1OC(=O)C2C3C=CC(C4C=CC43)C12 (configuration not stated) | nt | 104 | 112 | 98 | 87 | 99 | 109 | 101
CCCCCCOC(=O)c1ccc([N+](=O)[O-])cc1 | 116 | 119 | 110 | 112 | 92 | 103 | 107 | 99
Oc1c(Cl)cc(Cl)c(Cl)c1Cc1c(O)c(Cl)cc(Cl)c1Cl | -18* | 12 | 18 | 5.0* | -2.2* | nt | 15 | -17*
CCOC(=O)c1c(Nc2ccccc2)nn2c(N)c(C#N)c(-c3ccc(Cl)cc3)nc12 | 31 | 39 | 42 | 53 | 94 | nt | 65 | 63
CCOC(=O)CC1CSC(Nc2ccccc2F)=N1 (configuration not stated) | 91 | 94 | 106 | 106 | 94 | 86 | 110 | 106
CCCC1Cc2cc(-n3nc(C)c4c3CC(C)(C)CC4=O)cc(NC3CCC(O)CC3)c2C(=O)N1 (configuration not stated) | 30 | 50 | 29 | 38 | 29 | 38 | 65 | 38
C=C(CC)C(=O)c1ccc(OCC(=O)O)c(Cl)c1Cl | 93&101 | 101&103 | 104&106 | 95&103 | 90&93 | 128 | 104&95 | 91&102
OCCN1CCN(c2nc(Nc3ccc(-c4nc5ccccc5[nH]4)cc3)c3cn[nH]c3n2)CC1 | -97* | -89* | -85* | nt | -89* | -97* | -94* | -79*
O=c1c2ccccc2ncn1CCOc1ccc(-c2ccccc2)cc1 | 82 | 94 | 105 | 97 | 93 | 107 | 112 | 100
O=C(NNC(=S)Nc1ccccc1)c1ccc(Nc2ncnc3c2cnn3-c2cccc(F)c2)cc1 | 88 | 106 | 103 | 99 | 82 | 106 | 97 | 85
CNCc1cccc2c1OCCOCCOCCN(CCN1CCOCC1)S(=O)(=O)c1ccc(cc1)-c1cnc(N)c(n1)C(=O)N2 | nt | 11 | 37 | 68 | 56 | 44 | 15 | 44
Nc1cc2c(cc1Br)-c1ccc(F)cc1C2O (configuration not stated) | 85 | 113 | 101 | 96 | 59 | 133 | 107 | 96
O=C1C(Cl)C(c2ccc(O)cc2)N1n1cnnc1 (configuration not stated) | 87 | 99 | 92 | 105 | 83 | 110 | 103 | 99
CN1CCN(c2nc(SCc3ccc(F)cc3)nc(-c3ccc(F)cc3)c2C#N)CC1 | 43 | 33 | 61 | 80 | 70 | 85 | 19 | 113
OCC1(c2ccccc2)CCN(Cc2ccccc2)CC1 | 102 | 103 | 115 | 113 | 85 | 116 | 108 | 111

Entries listed so far with a cyano group (2):
molecule | CAKI-1 | 786-0 | ACHN | SN12C | UO-31 | TK-10 | RXF 393 | A498
CCOC(=O)c1c(Nc2ccccc2)nn2c(N)c(C#N)c(-c3ccc(Cl)cc3)nc12 | 31 | 39 | 42 | 53 | 94 | nt | 65 | 63
CN1CCN(c2nc(SCc3ccc(F)cc3)nc(-c3ccc(F)cc3)c2C#N)CC1 | 43 | 33 | 61 | 80 | 70 | 85 | 19 | 113

(further entries)
molecule | CAKI-1 | 786-0 | ACHN | SN12C | UO-31 | TK-10 | RXF 393 | A498
O=C(Cn1cc(CN2C(=O)C3CCCN3C(=O)c3ccccc32)nn1)Nc1cccc(Cl)c1 (configuration not stated) | 96 | 99 | 95 | 93 | 84 | 103 | 114 | 103
O=C1NC(=O)C(c2ccccc2)(c2ccc(Cl)cc2)N1 (configuration not stated) | 98 | 85 | 99 | 95 | 72 | 111 | 115 | 92
O=c1[nH]c2ccccc2cc1CSc1ccccc1Nc1nccc(-c2ccc(C(F)(F)F)cc2)n1 | 64 | 45 | 48 | 70 | 72 | 112 | 2.2* | 86
c1ccc(C2OCCN2c2ccccc2)cc1 (configuration not stated) | 86&113 | 109&115 | 120&117 | 95&97 | 85&102 | 108&86 | 116&110 | 94
CCc1ccc(-c2ccc(-n3nc(C)c4c(=O)[nH]cnc43)cc2)cc1 | nt | 89 | 103 | 100 | 99 | 110 | 112 | 95
C#Cc1cccc(Nc2ncnc3ccc(N/C=C(/C#N)C(=O)OCC)cc23)c1 | 56 | 92 | 63 | 97 | 59 | 65 | 93 | 83
Cc1nc(-n2[nH]c(=O)ccc2=O)sc1N=Nc1ccccc1 | 91 | 94 | 99 | 98 | 84 | 121 | 97 | 105
COc1ccc2c(c1)c(-c1nonc1-c1c[nH]c3ccc(Br)cc13)cn2C | 34 | 59 | 44 | 59 | 41 | 58 | 67 | 27
c1csc(-c2nc(-c3cc4ccccc4c(N4CCOCC4)n3)cs2)c1 | 85 | 97 | 85 | 92 | 71 | 123 | 111 | 86
Cc1cc(-c2cccc(S(=O)(=O)NC(=O)[C@@H](N)CC(C)C)c2)nc(N)n1 | 94 | 90 | 113 | 107 | 95 | 104 | 128 | 105
CN1c2ccccc2Sc2cc(/C=N/Nc3nc4ccccc4s3)ccc21 | 83 | 110 | 95 | 94 | 76 | 174 | 111 | 105
Nc1ncnc2c1N=C1c3ccccc3CCC1C(c1ccc(Cl)cc1)N2 (configuration not stated) | 66 | 86 | 71 | 76 | 70 | 73 | 77 | 70
C/C=C(\C)C(C(=O)NC1CCCCC1)N(C(=O)C1CCc2cc(F)ccc2O1)c1cccc(C(F)(F)F)c1 (configuration not stated) | 90 | 93 | 96 | 103 | 91 | 100 | 99 | 103
C=C1C(=O)O[C@H]2[C@H]1CC/C(C(=O)Nc1ccc(OC)c(C(N)=O)c1O)=C\CC[C@@]1(C)O[C@@H]21 | nt | 43 | nt | 61 | 38 | 23 | 3.0* | 78
COc1ccc(C(C#N)N2CCCCC2)cc1 (configuration not stated) | 98 | 96 | 104 | 99 | 94 | 87 | nt | 76
C=CCn1c(SCC(=O)Nc2ccc(C(=O)/C=C/c3ccccc3)cc2)nnc1-c1ccc(OC)cc1 | 97 | 97 | 102 | 98 | 81 | 99 | 95 | 88
Cn1ccc2cc(NC(=O)Cn3cc(CN4CCOCC4)nn3)ccc21 | 99 | 102 | 107 | 99 | 88 | 102 | 116 | 91
CN1C(=S)N2CN3CCCN(C3)CN3C(=S)NC1C32 (configuration not stated) | 94 | 101 | 117 | 102 | 96 | 102 | 96 | 93
C/C(=N\O)c1ccc(NC(=O)c2cc(-c3ccc(S(C)(=O)=O)cc3)nc3ccccc23)cc1 | 92 | 103 | 97 | 95 | 73 | 120 | 107 | 67
Cc1ccc(S(=O)(=O)N/N=C/C=C/C=N/NS(=O)(=O)c2ccc(C)cc2)cc1 | 93 | 107 | 101 | 110 | 93 | 107 | 103 | nt
CCCCCCCOc1cccc(/C=C2/C(=O)N=C3SCCCN32)c1 | 85 | 80 | 79 | nt | 62 | 76 | 84 | 98
C=C(C)[C@@H]1CC[C@]2(C(=O)O)CC[C@]3(C)[C@H](CC[C@@H]4[C@@](C)(CCC(=O)O)[C@H](C(=C)C)CC[C@]43C)[C@@H]12 | 96 | 103 | 89 | 94 | 76 | 110 | 108 | 78
O=C(C(=O)N1CCCC1)c1cn(CCCn2cc(C(=O)C(=O)N3CCCC3)c3cc(Br)ccc32)c2ccc(Br)cc12 | 47 | 71 | 55 | 83 | 73 | 93 | 83 | nt
CCN(CC)CCCNc1nccc2c(OC)cccc12 | 91 | 98 | 105 | 98 | 81 | 97 | 94 | 86
C=C(C)[C@@H]1CC[C@]2(C(=O)OC)CC[C@]3(C)[C@H](CC[C@@H]4[C@@]5(C)C/C(=C/c6cccc(I)c6)C(=O)C(C)(C)[C@@H]5CC[C@]43C)[C@@H]12 | 82 | 95 | 91 | 101 | 85 | 101 | 88 | 116
O=S(=O)(O)CCCCS(=O)(=O)c1ccccc1 | 98 | 106 | 112 | 101 | 100 | 104 | 96 | nt
COc1ccc(CNNC(=O)c2ccncc2)c(OC)c1OC | 92 | 103 | 108 | 105 | 91 | 93 | 106 | 99
CCOC(=O)c1c(NC(=O)c2ccc(C(C)C)cc2)sc2c(CN(C)C)c(O)ccc12 | 76 | -50* | 38 | 82 | 71 | 107 | 44 | 42
NC(=S)N/N=C(\c1ccc(Cl)cc1)C1CC1 | 81 | 105 | 88 | 83 | 59 | 102 | 104 | nt
CCN(CC)CC(=O)Nc1c(C)cccc1C | 94 | 95 | nt | 99 | 83 | 116 | 102 | 102
O=C1CCC23OC(O)C(O)C2C(O)c2ccccc2N13 (configuration not stated) | nt | 102 | 107 | 98 | 87 | 103 | 121 | 114
O=[N+]([O-])c1cc(Br)c2cccc3c2c1CC3 | 95 | 96 | 110 | 101 | 91 | 110 | 110 | nt
CC(=O)Nc1cc(=O)c2cccnc2[nH]1 | 141 | 114 | 104 | 108 | 108 | 114 | 108 | 117
CN(C)CCN1C(=O)CC(c2ccccc2)Sc2ccccc21 (configuration not stated) | 110 | 101 | 103 | 106 | 85 | 126 | 114 | 115
CC1=C(C(=O)c2ccccc2)C(c2ccc(-n3cncn3)cc2)n2c(nc3ccccc32)N1 (configuration not stated) | 63 | 97 | 89 | 79 | -23* | 104 | 74 | 113
CC(=O)c1cc(Br)ccc1O | 111 | 104 | 105 | 120 | 99 | 111 | 109 | 106
C/C=C(C)/C=N/NC(=O)C[N+](C)(C)C | 92 | 113 | 107 | 100 | 108 | 109 | 116 | 97
Cc1[nH]c(C2CC(c3cccs3)=NN2C)c(C)c1C(=O)O (configuration not stated) | 82 | 100 | 91 | 103 | 80 | 137 | 91 | 90
[O-][n+]1ccc2ccccc2c1 | 94 | 105 | 101 | 100 | 89 | 104 | 106 | 107
CCNc1ccc2c(c1)Cc1ccccc1-2 | 89 | 107 | 100 | 97 | 70 | 106 | 105 | 104
Cc1c(-c2csc3nncn23)no[n+]1[O-] | 87 | 98 | 108 | 92 | 79 | 99 | 107 | 96
CCCCCCCCCCCCCCC(=O)c1ccccc1 | 96 | 100 | 111 | 106 | 91 | 102 | 155 | 120
CCOC(=O)[C@@]12N(Cc3ccccc3)C3[C@@H]4[C@]15N(CC21CCC[C@@H]31)C(=O)C(=O)N5c1ccccc1[C@@]4(C)O (some centres not stated) | 91 | 99 | 106 | 94 | 74 | 99 | 89 | nt
O=c1c2c(c3ccccc3n1-c1ccccc1)Nc1ncnn1C2c1ccc(Cl)cc1 (configuration not stated) | 122 | 98 | 100 | 105 | 85 | 180 | 118 | 115
COC(=O)c1ccc(C)cc1 | 97 | 103 | 116 | 107 | 101 | -16* | 106 | 80
Clc1ccc(C2=CSC3N=C(c4ccc(Cl)cc4)C=C(c4ccco4)N23)cc1 (configuration not stated) | 96 | 114 | 86 | 104 | 65 | 157 | nt | 99
CCC(c1cccc(Br)c1)C(C(=O)O)c1ccc(OC)cc1 (configuration not stated) | 93 | 104 | 107 | 105 | 91 | 107 | 118 | 100
C=CCn1c2c(c3ccccc31)CC1CN(c3ccc(OC)cc3)C(=O)C1C2C(=O)O (configuration not stated) | 100 | nt | 101 | 101 | 95 | 138 | 118 | 90
CC(C)C[C@H](NC(=O)CNC(=O)C[C@H]1O[C@@H]2OC3(C)CC[C@H]4[C@H](C)CC[C@@H]([C@H]1C)[C@@]24O3)B(O)O | 16 | 16 | 6.3* | -39* | 11 | 12 | -79* | 21
O=C(/C(Cl)=N/O)c1ccc(Cl)cc1 | 96 | 101 | 94 | 87 | 83 | 99 | 99 | 107
C/C(=N\NC(=O)c1ccncc1)c1ccc(N)cc1 | nt | 99 | 109 | 97 | 89 | 103 | 106 | 91
CC(C)C[C@H](NC(=O)[C@H](Cc1ccccc1)n1ccc(N2CCCCC2)cc1=O)B(O)O | nt | 28 | 16 | 27 | -37* | 17 | -54* | -25*
O=C(CSC(=S)N1CCOCC1)Nc1ccccc1 | nt | 116 | 107 | 103 | 85 | 89 | 104 | 96
O=C(O)C1=Nc2ccccc2/C1=C\c1sc(=O)[nH]c1S | 83 | 105 | 94 | 103 | 69 | 120 | 101 | nt
COc1ccc(/C=C2\N=C(Nc3ccccc3)N(/N=C/C(O)C(O)C(O)C(O)CO)C2=O)cc1 (configuration not stated) | 90 | 105 | 104 | 100 | 79 | 127 | 105 | 107
CCCCC(CC)CNC(=O)CI (configuration not stated) | 100 | 104 | 108 | 104 | 95 | 105 | 121 | 95
O=C1c2cccc3cccc(c23)C(=O)N1N1C(=O)c2cccc3c(-c4ccccc4F)ccc(c23)C1=O | 89 | 96 | 99 | 104 | 81 | 114 | 121 | 99
Cc1ccc(S(=O)(=O)/N=c2/n(-c3ccccc3)nc3n2CCN3C2=NCCN2)cc1 | 94 | 101 | 104 | 105 | 91 | 99 | 106 | 75

By substructure, the entries above with an NH in an aromatic ring (8)
molecule | CAKI-1 | 786-0 | ACHN | SN12C | UO-31 | TK-10 | RXF 393 | A498
OCCN1CCN(c2nc(Nc3ccc(-c4nc5ccccc5[nH]4)cc3)c3cn[nH]c3n2)CC1 | -97* | -89* | -85* | nt | -89* | -97* | -94* | -79*
O=c1[nH]c2ccccc2cc1CSc1ccccc1Nc1nccc(-c2ccc(C(F)(F)F)cc2)n1 | 64 | 45 | 48 | 70 | 72 | 112 | 2.2* | 86
CCc1ccc(-c2ccc(-n3nc(C)c4c(=O)[nH]cnc43)cc2)cc1 | nt | 89 | 103 | 100 | 99 | 110 | 112 | 95
Cc1nc(-n2[nH]c(=O)ccc2=O)sc1N=Nc1ccccc1 | 91 | 94 | 99 | 98 | 84 | 121 | 97 | 105
COc1ccc2c(c1)c(-c1nonc1-c1c[nH]c3ccc(Br)cc13)cn2C | 34 | 59 | 44 | 59 | 41 | 58 | 67 | 27
CC(=O)Nc1cc(=O)c2cccnc2[nH]1 | 141 | 114 | 104 | 108 | 108 | 114 | 108 | 117
Cc1[nH]c(C2CC(c3cccs3)=NN2C)c(C)c1C(=O)O (configuration not stated) | 82 | 100 | 91 | 103 | 80 | 137 | 91 | 90
O=C(O)C1=Nc2ccccc2/C1=C\c1sc(=O)[nH]c1S | 83 | 105 | 94 | 103 | 69 | 120 | 101 | nt

Screens deposited in PubChem by NCI.
